Bioassay records deposited in PubChem BioAssay by Sanford-Burnham Center for Chemical Genomics.
APJ antag – antagonists of human APJ apelin receptor; AID 2521; CHO-K1 APJ beta-arrestin complementation, luminescence; P35414; hit rate 0.32% among 330,000; inhibition, % at 20 µM;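 active = inhibition above about 40% at 20 µM, limit read from the data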;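 also: cells challenged with 10 nM apelin-13 agonist together with compound; plate controls were apelin-13 plus DMSO wells for no effect and DMSO wells lacking apelin-13 for full effect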
Target sequence (P35414 whole entry, looked up): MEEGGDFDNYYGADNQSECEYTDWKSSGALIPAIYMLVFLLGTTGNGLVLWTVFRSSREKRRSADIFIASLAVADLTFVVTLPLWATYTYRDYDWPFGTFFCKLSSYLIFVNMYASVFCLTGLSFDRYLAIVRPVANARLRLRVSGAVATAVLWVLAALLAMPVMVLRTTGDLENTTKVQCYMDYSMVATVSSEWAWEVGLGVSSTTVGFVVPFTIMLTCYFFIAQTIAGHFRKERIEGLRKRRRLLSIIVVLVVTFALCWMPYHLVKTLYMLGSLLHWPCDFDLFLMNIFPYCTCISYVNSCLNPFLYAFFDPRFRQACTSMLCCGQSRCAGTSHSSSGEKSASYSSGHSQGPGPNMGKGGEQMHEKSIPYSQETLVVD
UBC13 polyUb – inhibitors of human UBC13 polyubiquitin chain formation; inhibition, % at 20 µM; P61088; TR-FRET; hit rate 0.47% among 330,000; in the data active = inhibition above about 45%, passing the limit was not always enough; inconclusive = no clear call, values can overlap the other calls
697 NFkB inh – lowers PMA/ionomycin-induced NF-kB signal in 697 B cells. 697 B-cell NF-kB luciferase reporter, 16 h. inhibition, % at 4 µM. hit rate 0.33% among 330,000; in the data active = inhibition above about 35%
Gli-Sufu antag – Gli-Sufu pathway antagonism; Sufu-KO-LIGHT fibroblasts, Gli luciferase reporter luminescence; inhibition, % at 5 µM; hit rate 0.74% among 340,000;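 active = inhibition above about 55%, limit read from the data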;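 also: 0% = DMSO-treated cells and 100% = wells with medium but no cells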
CXCR6 block – inhibitors of human CXCR6 receptor; CHO-K1 PathHunter CXCR6 beta-arrestin, luminescence; O00574; inhibition, % at 20 µM; hit rate 0.36% among 360,000; in the data active = inhibition above about 34%, passing the limit was not always enough;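 also: antagonist mode with CXCL16 agonist at 10 nM final; 0% = 10 nM CXCL16 with DMSO and 100% = unstimulated wells without agonist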
Jurkat NFkB inh – inhibitors of the PMA/ionomycin-induced NF-kB reporter in Jurkat cells. PMA/ionomycin-induced NF-kB luciferase reporter, luminescence. inhibition, % at 4 µM. hit rate 0.53% among 330,000; in the data active = inhibition above about 50%
EBI2 block – antagonists of human EBI2 receptor; hit rate 0.81% among 360,000; inhibition, % at 5 µM; P32249; EBI2 beta-arrestin recruitment, luminescence, 7a,25-OHC stimulated; in the data active = inhibition above about 38%;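 also: enzyme fragment complementation signal reports receptor beta-arrestin coupling in cells; 0% = agonist plus DMSO wells and 100% = wells without agonist; some results beyond the cut were filed as inactive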
Target sequence (P32249 whole entry, looked up, the tested form may be a part): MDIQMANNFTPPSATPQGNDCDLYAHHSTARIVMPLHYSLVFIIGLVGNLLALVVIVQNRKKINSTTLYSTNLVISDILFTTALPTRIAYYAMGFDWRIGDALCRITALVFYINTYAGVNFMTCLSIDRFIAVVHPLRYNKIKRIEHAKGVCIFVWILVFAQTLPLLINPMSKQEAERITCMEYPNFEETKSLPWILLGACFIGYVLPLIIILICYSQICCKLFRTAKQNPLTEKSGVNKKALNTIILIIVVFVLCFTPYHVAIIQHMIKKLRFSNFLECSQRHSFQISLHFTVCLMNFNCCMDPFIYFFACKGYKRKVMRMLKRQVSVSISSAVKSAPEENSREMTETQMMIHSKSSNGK
CCR6 antag – CCR6 (human) receptor antagonism; CHO-K1 CCR6 PathHunter beta-arrestin, luminescence, CCL20-stimulated; inhibition, % at 20 µM; hit rate 0.49% among 340,000; AID 493098;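 active = compounds whose inhibition of the agonist-driven luminescence signal at 20 µM reaches about 50%, limit read from the data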;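 also: cells stimulated with CCL20 at 14 nM final; plate controls were DMSO with CCL20 for no effect and DMSO without agonist for full effect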
Target sequence (P51684 whole entry, looked up): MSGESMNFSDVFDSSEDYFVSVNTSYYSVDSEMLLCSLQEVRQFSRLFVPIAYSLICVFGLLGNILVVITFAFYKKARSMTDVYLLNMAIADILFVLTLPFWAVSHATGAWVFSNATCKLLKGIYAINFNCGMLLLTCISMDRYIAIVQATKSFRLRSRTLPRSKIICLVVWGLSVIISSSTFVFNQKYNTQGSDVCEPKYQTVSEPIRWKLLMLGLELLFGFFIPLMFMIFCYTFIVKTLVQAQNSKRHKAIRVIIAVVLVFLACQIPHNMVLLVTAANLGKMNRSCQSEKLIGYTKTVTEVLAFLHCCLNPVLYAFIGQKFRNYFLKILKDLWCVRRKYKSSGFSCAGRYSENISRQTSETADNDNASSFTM
The depositor's hits bear a star; u = inconclusive; x = not tested or not shown.

Field names – A = APJ antag; B = UBC13 polyUb; C = 697 NFkB inh; D = Gli-Sufu antag; E = CXCR6 block; F = Jurkat NFkB inh; G = EBI2 block; H = CCR6 antag
O=C(CN1CCN(Cc2ccccc2Cl)CC1)N/N=C/c1ccco1
  A: 18; B: 1; C: 2; D: 5; E: 1; F: 5; G: -10; H: 3
Cc1ccc2c(c1)c1nnc(SCC(=O)Nc3cccc(Cl)c3C)nc1n2CC(=O)O
  A: 8; B: -17; C: -7; D: -11; E: -3; F: 2; G: 7; H: 13
CCc1ccc(OCC(=O)N(C)CCC#N)c(Br)c1
  A: -4; B: 11; C: 8; D: 4; E: -8; F: -5; G: 2; H: -9
CC1(C)CC(=O)C(C=NCCCO)=C(O)C1
  A: 12; B: -4; C: 8; D: -1; E: -3; F: 6; G: -10; H: 14
Cc1ccc(-c2nc3cccnc3s2)cc1NS(=O)(=O)c1ccc2c(c1)CCCC2
  A: 12; B: 17; C: -8; D: 1; E: 2; F: -13; G: 0; H: -1
O=C(NC1CCN(Cc2ccccc2Cl)CC1)c1ccccc1
  A: -18; B: -13; C: 11; D: 1; E: -5; F: 0; G: 7; H: 8
CCc1nc(-n2[nH]c(=O)c3ccccc3c2=O)c2c3c(sc2n1)CCCC3
  A: -13; B: -8; C: -23; D: 0; E: 10; F: 3; G: -2; H: 9
COc1ccccc1-c1cc(C(=O)NCCN2CCOCC2)no1
  A: -5; B: 7; C: 7; D: -3; E: -5; F: 7; G: -6; H: -4
COc1ccc(-c2ccc(CCC(=O)O)n2NC(=O)c2ccc(C(C)(C)C)cc2)cc1
  A: 9; B: -16; C: 9; D: -3; E: -11; F: 3; G: -3; H: -2
CCOC(=O)C1CCN(C(=O)c2cccnc2Oc2ccc(Cl)cc2)CC1
  A: -12; B: -3; C: 1; D: 37; E: -1; F: -13; G: 2; H: 9
COc1ccc(N2CCN(C(=O)c3ccc(COc4ccc([N+](=O)[O-])cc4)o3)CC2)cc1
  A: 0; B: 5; C: -3; D: 19; E: -14; F: 2; G: 14; H: 15
Cc1cccc(-n2c(CNC(=O)c3ccc(S(=O)(=O)N4CCCC4)cc3)n[nH]c2=S)c1
  A: 8; B: -6; C: -2; D: -3; E: 6; F: 10; G: 7; H: 15
O=C1C(=O)c2ccccc2C(O)=C1CC=C(Cl)Cl
  A: x; B: x; C: x; D: 0; E: 14; F: x; G: -15; H: 23
CN1C2C=C3C(C#N)=C(N)C(C#N)(C#N)[C@H](c4c(F)cccc4F)[C@H]3C1CC2 (stereo partly specified)
  A: 3; B: 3; C: 1; D: -2; E: -4; F: 3; G: -5; H: 2
CCC1(C)CC(CCN(Cc2ccco2)C(C)=O)(c2ccccc2)CCO1 (stereo unspecified)
  A: 17; B: 3; C: -7; D: 9; E: 1; F: -8; G: 3; H: 9
CCc1cccc(C)c1NC(=O)CC1Oc2ccc(C)cc2NC1=O (stereo unspecified)
  A: -14; B: -4; C: -2; D: -2; E: 3; F: -17; G: 5; H: -2
O=C(Cn1c(=O)n(-c2cccc(C(F)(F)F)c2)c(=O)c2sccc21)NCC1CCCO1 (stereo unspecified)
  A: 12; B: 6; C: 6; D: -21; E: -4; F: 5; G: 7; H: 4
COc1cccc(CNC(=O)CN2C(=O)NC(c3ccccc3)(c3ccccc3)C2=O)c1
  A: 8; B: 10; C: 16; D: -3; E: 6; F: 6; G: 13; H: 20
CN(CC(=O)Nc1cccc(F)c1)CC(=O)N(C)CC(=O)Nc1ccccc1Br
  A: -2; B: 3; C: 13; D: 0; E: 3; F: 15; G: 3; H: -5
CCCCOc1[nH]c2nc(-c3ccco3)n(Cc3ccco3)c(=N)c2c1C#N
  A: -4; B: -13; C: 8; D: 7; E: -7; F: -7; G: 2; H: 36
CCn1c(COc2ccccc2)nc2ccccc21
  A: 9; B: 10; C: 3; D: 1; E: 5; F: -5; G: 6; H: 8
c1ccc(Cn2c(SCCN3CCOCC3)nnc2-c2cccnc2)cc1
  A: 3; B: 4; C: 2; D: -9; E: -6; F: 4; G: 1; H: -9
CCCCc1nc(SCCOC)c2c(=O)n(C)c(=O)n(C)c2n1
  A: 3; B: -7; C: -14; D: 1; E: 2; F: 6; G: -1; H: 6
FC(F)(F)c1cnc2c(c1)[nH]c(=S)n2-c1ccc(Cl)cc1
  A: 17; B: u; C: -33; D: 24; E: -4; F: 3; G: -6; H: 0
COc1cccc2c1OC1(CCN(C(C)C)CC1)N1N=C(c3cccnc3)CC21 (stereo unspecified)
  A: 0; B: 5; C: -1; D: -6; E: -4; F: -24; G: -7; H: -2

Rewritten as tab-separated lines: 4 of the compounds above
canonical_smiles	APJ antag	UBC13 polyUb	697 NFkB inh	Gli-Sufu antag	CXCR6 block	Jurkat NFkB inh	EBI2 block	CCR6 antag
Cc1ccc(-c2nc3cccnc3s2)cc1NS(=O)(=O)c1ccc2c(c1)CCCC2	12	17	-8	1	2	-13	0	-1
O=C(NC1CCN(Cc2ccccc2Cl)CC1)c1ccccc1	-18	-13	11	1	-5	0	7	8
CCc1nc(-n2[nH]c(=O)c3ccccc3c2=O)c2c3c(sc2n1)CCCC3	-13	-8	-23	0	10	3	-2	9
COc1ccccc1-c1cc(C(=O)NCCN2CCOCC2)no1	-5	7	7	-3	-5	7	-6	-4

(more compounds)
Field names – A = APJ antag; B = UBC13 polyUb; C = 697 NFkB inh; D = Gli-Sufu antag; E = CXCR6 block; F = Jurkat NFkB inh; G = EBI2 block; H = CCR6 antag
Cc1onc(-c2ccccc2)c1C(=O)NC(=S)Nc1sc2c(c1C#N)CCC(C)C2 (stereo unspecified)
  A: 11; B: -5; C: -19; D: 24; E: -2; F: -3; G: 18; H: 24
COC(=O)CC1=NN(c2ccc(OC)cc2)C(=O)/C1=C\c1ccc(Cl)cc1
  A: -4; B: -29; C: 10; D: -3; E: -5; F: -9; G: -6; H: -5
Cc1cccc(NC(=S)N2CCC(c3nc4ccccc4o3)CC2)c1
  A: -1; B: 8; C: -1; D: 18; E: -10; F: 5; G: 6; H: 4
COc1ccccc1CNC(=O)[C@H](C)NC(=O)C1CCN(C(=O)[C@@H](N)Cc2ccccc2)CC1
  A: 6; B: 11; C: 3; D: 3; E: -7; F: -2; G: 1; H: 1
Cc1oc(C(C)(C)C)cc1C(=O)Nc1cccc(C(=O)O)c1
  A: 22; B: 8; C: -71; D: -42; E: -6; F: -34; G: -11; H: -2
Cc1nc2ccccc2c2oc(C(=O)NCC3COc4ccccc4O3)cc12 (stereo unspecified)
  A: -51; B: 11; C: -23; D: 20; E: -10; F: 16; G: -1; H: -19
O=C(c1ccc(N2CCCCC2)c([N+](=O)[O-])c1)N1CCN(S(=O)(=O)c2ccccc2)CC1
  A: 16; B: -12; C: 15; D: -2; E: 1; F: 10; G: 4; H: 1
O=C1c2ccccc2NC(c2cccnc2)N1c1ccccc1F (stereo unspecified)
  A: 2; B: 17; C: 4; D: 9; E: 5; F: 1; G: -6; H: 1
Cc1ccc(C2(C)NC(=O)N(CC(=O)c3ccc(Cl)s3)C2=O)cc1 (stereo unspecified)
  A: -3; B: -7; C: 15; D: 4; E: 6; F: 4; G: -3; H: 8
N#Cc1nc(-c2ccco2)oc1NCc1ccco1
  A: 9; B: -2; C: 3; D: -3; E: -1; F: -13; G: 0; H: 5
CC(O)[C@H]1CN=C(N)N1CC(C)(C)C (stereo partly specified)
  A: 7; B: -8; C: -12; D: -4; E: -5; F: -6; G: -3; H: -8
CCOC(=O)Cc1csc(NC(=O)CN2C(=O)c3ccccc3C2=O)n1
  A: -17; B: 4; C: 9; D: 4; E: 0; F: 6; G: 2; H: -7
CC(C)N(CCNC(=O)C1CCN(S(=O)(=O)N2CCOCC2)CC1)Cc1ccccc1
  A: -14; B: -2; C: 10; D: -2; E: 0; F: -21; G: 3; H: 12
Cc1cccc(C(=O)CC(=O)c2cc(Cl)ccc2O)c1
  A: 14; B: -5; C: -37; D: 6; E: 38; F: 7; G: 12; H: 17
O=C(CSc1ncnc2nc[nH]c12)N1CCN(c2ccccc2)CC1
  A: -4; B: 0; C: 0; D: 0; E: 0; F: -15; G: -12; H: -1
COC(=O)CCP(=O)(O)Cc1ccccc1CP(=O)(O)CCC(=O)OC
  A: 20; B: -1; C: 11; D: -1; E: 7; F: 3; G: -6; H: 13
COC(=O)[C@H](Cc1ccccc1)NC(=O)[C@@]1(C)C[C@@H]1[C@@H](NC(=O)OCc1ccccc1)c1ccccc1
  A: 10; B: 8; C: 27; D: 17; E: 16; F: 21; G: 24; H: 19
O=C1CCCC2=C1C(c1cccs1)n1ncnc1N2 (stereo unspecified)
  A: -18; B: 2; C: 7; D: 3; E: -1; F: -1; G: -10; H: 2
CCOc1ccc(N(CC(=O)N2CCCC2)S(=O)(=O)c2c(C)noc2C)cc1
  A: 11; B: 5; C: 15; D: 4; E: -3; F: 4; G: -9; H: 2
NC1=NC(=O)/C(=C/c2ccccc2OS(=O)(=O)c2ccccc2)S1
  A: -6; B: -4; C: -14; D: 4; E: 4; F: -10; G: 12; H: -2
COc1cccc(-c2nc(NC3CCCC3)c3ccccc3n2)c1O
  A: 3; B: -7; C: -11; D: 9; E: -3; F: -8; G: -20; H: -7
O=C(/C(=N\Nc1ccc(Br)cc1)Sc1nnnn1-c1ccccc1)c1ccccc1
  A: 2; B: -15; C: 1; D: 6; E: 6; F: 12; G: 5; H: 12
COCCCn1c(SCC(=O)Nc2sc3c(c2C#N)CCCC3)nnc1-c1ccncc1
  A: 16; B: 5; C: 1; D: -21; E: 3; F: 3; G: 4; H: 9
CCOC(=O)c1c(C)[nH]c(C(=O)COC(=O)C23CC4CC(CC(Cl)(C4)C2)C3)c1C
  A: 5; B: -5; C: -13; D: 5; E: 6; F: -23; G: 19; H: -14
Clc1cccc(Cl)c1Cn1nnc(N2CCCC2)n1
  A: -6; B: 5; C: -18; D: -15; E: 3; F: -14; G: 13; H: -6

Later entries
Values run as follows: APJ antag, UBC13 polyUb, 697 NFkB inh, Gli-Sufu antag, CXCR6 block, Jurkat NFkB inh, EBI2 block, CCR6 antag
- Cc1cc(C)c2c(-n3cccc3)c(NC(=O)OC(C)C)sc2n1
 : -21, -6, -21, 1, -4, -6, 5, -7
- O=C(OCC(=O)N1CCCC1)c1cccc(Br)c1
 : 6, -1, 17, -11, -5, -2, -1, 10
- COc1ccc(NC(=O)CSc2nnc(Cc3cccn3C)n2CCc2ccccc2)cc1OC
 : -3, -10, 3, 2, 4, -19, -4, 15
- O=C(NCCCn1ccnc1)/C(=C\c1cccs1)NC(=O)c1cccs1
 : 3, -5, 6, -3, 1, 0, 0, 9
- Cc1cc(=O)oc2cc(NS(=O)(=O)c3ccc(F)cc3)ccc12
 : 4, 21, 10, -2, 3, 1, -7, -9
- CC1CCC(N2CCN(c3ccc([N+](=O)[O-])cc3)CC2)CC1 (stereo unspecified)
 : -25, -3, -25, -19, -6, 13, -1, 8
- CCOC(CCNC(=O)c1cc2c(=O)[nH]c3ccccc3c2s1)OCC
 : 3, 13, -4, -6, 4, -22, -2, 3
- COCCN(C(=O)CCc1nnc(CCc2c[nH]c3ccccc23)o1)C(C)C
 : 17, -6, 8, 1, 1, 3, -6, 9
- CC1CCCN(CC(O)COc2ccc3c(c2)OCO3)C1 (stereo unspecified)
 : 5, -3, 20, 5, -3, -7, -8, 6
- Cc1c(C(=O)NCCN2CCCC(O)C2)oc2c(F)cccc12 (stereo unspecified)
 : -12, 5, 16, 0, -8, -7, -7, 15
- CC(C)CN(CCOc1cccc(N2C(=O)C3=C(CCCC3)C2=O)c1)CC(C)C
 : -8, -3, 0, -5, -1, -17, -16, 17
- Cc1cc(CN2CCN(CC(=O)Nc3cc(C(F)(F)F)ccc3-n3cncn3)CC2)no1
 : -2, 1, -13, 5, -6, 11, 5, 3
- CCOC(=O)Cc1csc(SCc2cc(=O)oc3cc(O)ccc23)n1
 : -16, 7, 16, -4, 4, 4, -12, 0

Three records picked at random from those above, as already listed:
Values run as follows: APJ antag, UBC13 polyUb, 697 NFkB inh, Gli-Sufu antag, CXCR6 block, Jurkat NFkB inh, EBI2 block, CCR6 antag
- Cc1cc(=O)oc2cc(NS(=O)(=O)c3ccc(F)cc3)ccc12
 : 4, 21, 10, -2, 3, 1, -7, -9
- O=C(NCCCn1ccnc1)/C(=C\c1cccs1)NC(=O)c1cccs1
 : 3, -5, 6, -3, 1, 0, 0, 9
- O=C(OCC(=O)N1CCCC1)c1cccc(Br)c1
 : 6, -1, 17, -11, -5, -2, -1, 10
